# High-throughput results deposited in PubChem BioAssay by Sanford-Burnham Center for Chemical Genomics.
# MKP-3 inhibition: MKP-3 phosphatase inhibitors, primary screen, biochemical, rat enzyme, in vitro (AID 425) | recombinant MKP-3 phosphatase activity, fluorescence; higher % means a stronger effect | one-dose inhibition, % at 20 µM; IC50 in µM for titrated hits | 0.17% of 110,000 active; in the data active means inhibition above about 50%;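 further: plate controls were vehicle for no effect and reference inhibitor for full effect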
# Hsp70 inhibitors: Hsp70 inhibitors, probe displacement, primary screen, biochemical, fluorescence polarization (AID 583); Hsp70 fluorescence polarization probe displacement, mP; higher % means a stronger effect; one-dose displacement, % at 20 µM; IC50 in µM for titrated hits; 0.06% of 140,000 active; in the data active means displacement above about 50%;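 further: plate controls were vehicle for no effect and reference ligand for full effect; a part of the inactive calls stands beside numbers as strong as those of hits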
# * hit, by the source's call; · = not tested or not shown; & = joins results of further samples.
# Start of the listing, in advance (three entries):
SMILES,MKP-3 inhibition,Hsp70 inhibitors
CCOc1ccc(C(=O)Nc2ccc3oc(-c4cccc(Cl)c4Cl)nc3c2)cc1[N+](=O)[O-],3%,-2.6%
CC1=C(C(=O)Nc2ccccc2C)C(c2ccc(C)o2)N2C(=O)CSC2=N1 (stereo not given),-3%,1.1%
NS(=O)(=O)c1ccc(CNS(=O)(=O)c2ccc(Br)cc2)cc1,1%,·

# Results, previewed entries included:
SMILES,MKP-3 inhibition,Hsp70 inhibitors
CCOc1ccc(C(=O)Nc2ccc3oc(-c4cccc(Cl)c4Cl)nc3c2)cc1[N+](=O)[O-],3%,-2.6%
CC1=C(C(=O)Nc2ccccc2C)C(c2ccc(C)o2)N2C(=O)CSC2=N1 (stereo not given),-3%,1.1%
NS(=O)(=O)c1ccc(CNS(=O)(=O)c2ccc(Br)cc2)cc1,1%,·
C/C(=N/NC(=O)COc1ccc(C)cc1)c1ccc([N+](=O)[O-])cc1,0%,3.7%
COC(=O)c1ccccc1NC(=O)Cn1ccnc1,-10%,2.8%
O=C(Nc1cc2ccccc2oc1=O)C1CCCCC1,·,-1.6%
CCOC(=O)N1CCN(C(=O)c2ccc3nc4ccsc4c(=O)n3c2)CC1,-5%,-1.8%
CCC(=O)N(Cc1ccco1)C1CC(=O)N(c2ccccc2)C1=O (stereo not given),4%,-5.5%
Cc1ccc(N(CC(=O)Nc2cccc(Br)c2)S(C)(=O)=O)cc1Cl,0%,6.1%
CCOc1ccc(N2C(=O)c3cccnc3C2Nc2ccc(Cl)cc2)cc1 (stereo not given),7%,-2.7%
c1ccc(CC2=NNC(Cc3ccccc3)=NN2)cc1,-1%,-2.3%
O=C(CN1C(=O)CSC1=O)Nc1ccc(F)c(F)c1F,-4%,-5.1%
O=C1/C(=C/c2cccc([N+](=O)[O-])c2)SC(=S)N1C1CCS(=O)(=O)C1 (stereo not given),-1%,3.7%
O=C(C1CCCC1)N1CCN(c2ccc(F)cc2)CC1,0%,1.3%
CCOc1ccc(/C=C/C(=O)c2ccc(F)cc2)cc1,2%,3.6%
Cc1cccc(C)c1NC(=O)CCS(=O)(=O)c1cccc2nsnc12,·,-1.6%
O=C1CC(c2cccs2)c2cc3c(cc2N1)OCO3 (stereo not given),-11%,-0.5%
O=c1[nH]c(Nc2nc3ccccc3o2)nc2c1CCCC2,-7%,-1.6%
CCS(=O)(=O)Nc1cccc(C(=O)CC2(O)C(=O)Nc3ccccc32)c1 (stereo not given),0%,-1.9%
CCOc1ccc2nc(N3CCCC(C(=O)N4CCN(CC)CC4)C3)sc2c1 (stereo not given),-4%,·
CC(C)Oc1ccc(C(CC(=O)O)NC(=O)c2cccs2)cc1 (stereo not given),·,-0.2%
O=C(NCc1ccncc1)C(O)(c1ccccc1)c1ccccc1,6%,-0.9%
COc1ccc(OC)c(C=NN2CCN(Cc3ccccc3Cl)CC2)c1,4%,-1.8%
COc1cc(S(=O)(=O)N2CCC(C(N)=O)CC2)c(C)cc1C,-15%,8.7%
Cc1ccc(NC(=O)CSc2nnc(-c3ccc(S(=O)(=O)N4CCCC4)cc3)o2)cc1C,17%,0.4%

# Rewritten with values under each structure: part of the list above
# The line under a structure holds: MKP-3 inhibition, Hsp70 inhibitors
> CC(C)Oc1ccc(C(CC(=O)O)NC(=O)c2cccs2)cc1 (stereo not given)
    ·, -0.2%
> CCOC(=O)N1CCN(C(=O)c2ccc3nc4ccsc4c(=O)n3c2)CC1
    -5%, -1.8%
> O=C1/C(=C/c2cccc([N+](=O)[O-])c2)SC(=S)N1C1CCS(=O)(=O)C1 (stereo not given)
    -1%, 3.7%
> O=c1[nH]c(Nc2nc3ccccc3o2)nc2c1CCCC2
    -7%, -1.6%

# Remaining list, next part
SMILES,MKP-3 inhibition,Hsp70 inhibitors
CCOCCCNC(=O)c1cc(C)nn1-c1ccccc1,-3%,-0.7%
CN(C(=O)c1cccs1)c1ccccc1,-4%,3.8%
O=C(Nc1ccc(Cl)cc1C(=O)O)c1ccc2c(c1)C(=O)N(Cc1ccco1)C2=O,-2%,·
O=C(c1cccs1)N1CCN(S(=O)(=O)N2CCCCC2)CC1,0%,1.7%
CCCN1C(=O)C2C(C(=O)Nc3cccc(OC)c3)C3C=CC2(O3)C1C(=O)NC1CCCCC1 (stereo not given),10%,-5.6%
O=S(=O)(NCCSc1ccc(Cl)cc1)c1ccc2c(c1)OCCO2,-5%,-3.9%
Nn1c(Nc2ccccc2)nc2ccccc21,-8%&-3%,3.8%&-2.1%
CC(=O)c1cccc(NS(=O)(=O)N2CCCCC2)c1,-11%,2.7%
O=C(Oc1ccccc1C(=O)N1CCOCC1)c1ccccc1,-8%,1.4%
N#C/C(=C\c1ccc(-c2ccccc2[N+](=O)[O-])o1)C(=O)Nc1cccc(Br)c1,-2%,-1.3%
CCCCN(CCCC)C(=O)c1ccccc1NC(=O)CN1C(=O)c2ccccc2C1=O,·,0.0%
CC(=O)C1=C(O)C(=O)N(c2nc3ccccc3s2)C1c1cccc(F)c1 (stereo not given),3%,-6.6%
COc1ccc(C(=O)N2N=C(c3ccc(Br)cc3)CC2(O)C(F)(F)F)cc1 (stereo not given),2%,-3.3%
O=S1(=O)NC(=NCc2ccccc2)c2ccccc21,-2%,8.6%
CCCC(C)NC(=O)C1CCN(S(=O)(=O)c2ccccc2)CC1 (stereo not given),·,-5.9%
O=C(CSc1nnc(-c2ccccc2Cl)o1)Nc1ccc2c(c1)OCCO2,·,4.9%
C=CCn1c(CSc2nc3ccccc3s2)nnc1SCC(=O)NCc1ccccc1,·,-5.0%
COc1ccc(CNc2ccc3cn[nH]c3c2)c(OC)c1OC,12%,·
O=C1c2ccccc2C(Nc2ccc(F)c(Cl)c2)N1c1ccccn1 (stereo not given),6%,-6.8%
CC(C(=O)NCC1CCCO1)N(C(=O)c1snc(C(N)=O)c1N)c1cccc(F)c1 (stereo not given),-8%,0.8%
Nc1ccc2nc(SCC(=O)NCCOc3ccc(Cl)cc3)sc2c1,3%,-2.7%
COc1ccc(/C=N/n2cc(-c3ccccc3)nc2N)cc1,-12%,5.1%
Cc1cc2sc(C(=O)O)c(C)c2s1,·,-4.4%
CC1Cc2nc(SCC(=O)NCc3ccco3)n(-c3ccccc3)c(=O)c2S1 (stereo not given),-1%,-5.0%
CC(NC(=O)N(Cc1ccccc1)Cc1ccc2c(c1)OCO2)(C(F)(F)F)C(F)(F)F,·,5.5%

# One compound at a time, as listed above. Screens in order: MKP-3 inhibition, Hsp70 inhibitors
# Entry for COc1ccc(C(=O)N2N=C(c3ccc(Br)cc3)CC2(O)C(F)(F)F)cc1 (stereo not given) → 2%, -3.3%
# Entry for CCS(=O)(=O)Nc1cccc(C(=O)CC2(O)C(=O)Nc3ccccc32)c1 (stereo not given) → 0%, -1.9%

# New compounds follow:
SMILES,MKP-3 inhibition,Hsp70 inhibitors
COc1ccc(-n2c(SCC(=O)Nc3cc(C)on3)nc3c(c2=O)SCC3)cc1,-11%,-1.6%
CCOCCCNc1ccc(-c2ccccc2)nn1,1%,-4.0%
CCOC(=O)c1ccc(-n2c(C)nc3c(cnn3-c3ccccc3Cl)c2=O)cc1,·,-2.4%
CC(=O)Nc1nonc1NC(=O)CSC1=NCCS1,4%,0.4%
Cc1ccc(NC2CC(C)N(C(=O)c3cccc(F)c3)c3cc(C)ccc32)cc1 (stereo not given),3%,-2.2%
COCCn1c(-c2ccc(OC)c(OC)c2)nc2ccccc21,-14%,-0.5%
Cc1ccc(S(=O)(=O)c2c(N)n(NC(=O)c3ccco3)c3nc4ccccc4nc23)cc1,-8%,-1.4%
CCOc1ccc(S(=O)(=O)Nc2nc3ccccc3nc2N2CCN(C)CC2)cc1,-5%,5.0%
O=C1NCC(c2ccccc2)C1C(=O)N/N=C\c1cc(O)c(Br)cc1Br (stereo not given),3%,2.1%
O=C(NN=C1CCCCCCC1)c1ccccn1,·,-1.8%
COc1ccc2c(c1OC)C(=O)OC2c1c(O)nc(SC)n(-c2ccccc2)c1=O (stereo not given),0%,1.4%
COc1cc(OC)c(OC)cc1CN1CCN(C(=O)c2ccc(-c3ccccc3)cc2)CC1,2%,-2.9%
Clc1ccc(-c2noc(CSc3nnc(-c4ccncc4)n3-c3ccccc3)n2)cc1,·,-4.9%
O=c1c2cc(N3CCOCC3)ccc2[nH]c(=S)n1Cc1ccccn1,3%,3.2%
COc1ccc(-c2c[n+]3c4n2CCCCC4=C(c2ccccc2)C3)cc1,·,-5.5%
CCC/C(=N/Nc1ccc(Cl)cc1)c1cnnc(-c2ccccc2)n1,·,4.4%
Nc1ncc(-c2ccccc2)n1CC1CCCO1 (stereo not given),-3%,9.9%
O=C(O)c1nsc(Cl)c1Cl,-4%,-3.2%
CCOc1ccc(NC(=O)CCn2cccc2)cc1,-2%,0.2%
Cc1cccc(NC(=O)c2c(Cl)cccc2Cl)n1,6%,1.6%
CCOc1ccc2oc(C)c(C(=O)OC(C)C)c2c1,3%,-1.7%
Cc1oc(-c2cccc(Cl)c2)nc1CN1CCC(C(=O)NCCCN2CCCC2=O)CC1,-6%,2.5%
O=C(Nc1cccc(F)c1)C1CCN(c2nnnn2-c2ccccc2)CC1,1%,0.3%
N/C(COc1cccc(C(F)(F)F)c1)=N\NC(=O)c1cccnc1Oc1ccccc1,·,-2.6%
C=CCn1c(SCC(=O)Nc2cccc(C)c2)nnc1-c1cnccn1,-11%,3.3%
# New compounds follow:
SMILES,MKP-3 inhibition,Hsp70 inhibitors
COc1ccc(/C=N/n2c(C)nnc2C)c(OC)c1,-13%&0%,3.3%&-0.7%
CCOC(=O)COc1ccc2c(c1)C(=O)CC1(CCN(C(C)=O)CC1)O2,-8%,3.2%
c1ccc(CN2CCC(N3CCN(C4CCC(c5ccccc5)CC4)CC3)CC2)cc1 (stereo not given),0%,-4.3%
CC(=O)N1CCc2cc(S(=O)(=O)NCCC(=O)N3CCN(c4ccccn4)CC3)ccc21,-9%,0.1%
CC1(C)CC(=O)C2=C(C1)OC(N)=C(C#N)C2c1ccc([N+](=O)[O-])cc1 (stereo not given),-15%,3.2%
CC1=NN(C(=O)c2cccc(Cl)c2)C(O)(c2cccnc2)C1 (stereo not given),3%,3.9%
COC(=O)CN1C(=O)/C(=C\c2ccc(Cl)cc2)SC1=S,2%,-0.6%
O=C(c1ccccc1)c1ccccc1C(=O)N1CCCC1,0%,2.8%
Cc1ccc(C(=O)NCCCC(=O)O)o1,-7%,7.0%
Cc1onc(-c2ccccc2Cl)c1C(=O)NCCN1Cc2ccccc2C1=O,3%,5.7%
O=C(/C=C/c1cc2c(cc1Br)OCO2)c1cccs1,9%,1.5%
COc1cc(NC(=O)c2ccco2)c(OC)cc1NC(=O)Nc1ccc(Cl)cc1,-5%,0.3%
COc1cc(NC(=O)c2ccc3c(c2)OCO3)ccc1NC(=O)c1ccco1,·,0.9%
Cc1ccc(C(=O)Nc2ccc(I)cc2Cl)cc1[N+](=O)[O-],2%,-3.7%
COc1ccc(NC2=CC(c3ccccc3F)N(c3ccc(OC)cc3)C2=O)cc1 (stereo not given),-1%,-1.1%
CCOc1ccc(S(=O)(=O)N(CC(=O)N2CCc3ccccc3C2)c2ccc(C)cc2)cc1,5%,-1.3%
O=C1CC(c2ccccc2)Cc2nc(N3CCc4ccccc43)ncc21 (stereo not given),1%,-6.0%
O=C(NC(=S)Nc1ccc2oc(-c3ccc(F)cc3)nc2c1)c1ccc(Cl)cc1,5%,-2.6%
CN1CCCc2cc(C#N)c(=O)[nH]c21,6%,3.8%
O=C(Nc1ccc(Cl)cc1)C1CC2CCCC(C1)C2=O (stereo not given),-9%,-3.3%
CC(C)CN(CCNC(=O)CC1Oc2ccccc2NC1=O)CC(C)C (stereo not given),-1%,7.2%
Cc1c(NC(=O)CN(c2cccc([N+](=O)[O-])c2)S(=O)(=O)c2ccccc2)c(=O)n(-c2ccccc2)n1C,-1%,2.0%
Cc1ccccc1CN1CCN(CC(=O)NCc2ccccc2)C1=O,-7%,-4.8%
Cc1ccc(-c2nn[nH]n2)o1,-12%,3.5%
Cc1ccc(NC(=O)/C(C#N)=C\c2cc(Br)cc(Br)c2O)c(C)c1,5%,-1.1%
# The list goes on:
SMILES,MKP-3 inhibition,Hsp70 inhibitors
CCOC(=O)C1=C(C)NC(=O)NC1c1ccc(F)c(Br)c1 (stereo not given),0%,1.9%
CCCOc1ccc(N2CC(C(=O)Nc3ccccc3OC)CC2=O)cc1 (stereo not given),-5%,1.7%
CC(C)OC(=O)[C@H]1[C@H](c2ccc(Cl)cc2)[C@@](C#N)(C(N)=O)[C@@H]2C=CC(C(N)=O)=CN21,-2%,8.5%
COc1ccc(C2Nc3ccccc3C(=O)N2O)cc1OC (stereo not given),7%,-2.2%
O=C(O)CCCC(=O)Nc1ccc(C(=O)O)cc1,1%,0.1%
O=C(Nc1cccc(F)c1)c1cccnc1N1CCOCC1,0%,-0.9%
COc1ccc(NC(=O)CSc2nc(NS(=O)(=O)c3ccc(C)cc3)cc(=O)[nH]2)cc1,·,3.1%
O=C(Cc1ccccc1)N1CCN(C(=O)c2ccco2)CC1,·,-0.7%
Cc1onc(-c2c(Cl)cccc2Cl)c1C(=O)N1CCCc2ccccc21,·,-0.4%
CCOC(=O)c1ccc(NC(=O)CSc2nnc(CNc3ccc(OC)cc3)n2C)cc1,-3%,6.0%

# Only part of the results is shown; count on the stated rates, not on these rows.
